# GLP1R cytotox = cytotoxicity counter-screen for GLP-1 receptor inverse agonists; HEK293 cAMP-luciferase reporter cells, luminescence, 24 h; Potency, µM (series often up to 38.3 µM), for inactives: at the highest dose activity change, negative = inhibition, most hits filed as inhibitors; 410,000 tested, 0.13% active;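 further: loss of luciferase light is scored as toxicity; potency means the concentration at half of the fitted maximal effect; on the % scale 0 is the no-effect control and ±100 the full control effect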
#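 Cells in DMEM/10% Nu serum/1% pen-strep, 1536-well format. Pre-incubated 12 h, dosed with 23 nL compound, incubated a further 24 h. Luciferase detection, 12 min at room temp, luminescence.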
# PTHR1 ag = activates the human parathyroid hormone receptor PTHR1; HEK293 GP2 PTHR1 cells, GloSensor cAMP luminescence, 1 h; Potency, µM (top dose mostly 115 µM), inactives show at the top dose activation, actives largely listed as activators; 410,000 tested, 0.075% active; AID 743266; further: potency means the concentration at half of the fitted maximal effect; nearly all actives have a fitted effect of over 55% in size; some results filed as inactive show a strong effect at the top dose; inactives centre near -15; many of its hits are not listed in these tables
#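 HEK-293-derived GP2 cells expressing PTHR1 and a GloSensor cAMP reporter, 3,000/well, plated overnight, given luciferin plus IBMX (each 0.5 mM as added) for 1 h at 37 °C, then compound for 1 h at 37 °C. Luminescence was read after 15 min at room temperature.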
# aSyn yeast inh = rescues yeast growth from alpha-synuclein toxicity. AID 652106. 370,000 tested, 0.14% active. Yeast expressing alpha-synuclein, growth rescue, BacTiter-Glo, 24 h. Potency, µM (titrated, usually from 46.1 µM), for the others: at the top dose growth rescue (activation), hits mostly activators; further: potency means the concentration at half of the fitted maximal effect; % of control where 0% means no effect; nearly all actives have a fitted effect of over 65% in size
#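 Rescue of yeast growth: cells expressing toxic alpha-synuclein, induced in galactose at OD600 0.02, incubated with compound 24 h at 30 C. ATP luminescence quantified growth; inhibitors of toxicity appear as activators.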
# KB-V1 cytotox = kills drug-selected multidrug resistant KB-V1 cells; Potency, µM (highest dose often 46.1 µM), for the others: at the highest dose activity change, negative = cytotoxicity, hits mostly cytotoxic; KB-V1 MDR cells viability, CellTiter-Glo, 72 h; 400,000 tested, 3.4% active; further: potency means the concentration at half of the fitted maximal effect; on the % scale 0 is the no-effect control and ±100 the full control effect; nearly all actives have a fitted effect of over 60% in size
#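 Luminescent ATP read-out (CellTiter-Glo, 10 min) measures survival of drug-selected KB-V1 MDR cells after 72 h, 37 degrees C compound exposure. Medium: phenol-red-free DMEM, 10% FBS. Values from fitted concentration-response curves.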
# GLP-1R inv ag = inverse agonists of human GLP-1 receptor | P43220 | HEK293 GLP-1R CRE-luciferase, luminescence, 24 h; GLP-1R form is constitutively active | Potency, µM (series often up to 38.3 µM), without a hit: at the highest dose activity change, negative = inhibition, hits mostly inhibitors | 410,000 tested, 1.6% active | AID 624417; further: potency means the concentration at half of the fitted maximal effect; on the % scale 0 is the no-effect control and ±100 the full control effect; nearly all actives have a fitted effect of over 55% in size
# Target sequence (P43220 whole entry, looked up): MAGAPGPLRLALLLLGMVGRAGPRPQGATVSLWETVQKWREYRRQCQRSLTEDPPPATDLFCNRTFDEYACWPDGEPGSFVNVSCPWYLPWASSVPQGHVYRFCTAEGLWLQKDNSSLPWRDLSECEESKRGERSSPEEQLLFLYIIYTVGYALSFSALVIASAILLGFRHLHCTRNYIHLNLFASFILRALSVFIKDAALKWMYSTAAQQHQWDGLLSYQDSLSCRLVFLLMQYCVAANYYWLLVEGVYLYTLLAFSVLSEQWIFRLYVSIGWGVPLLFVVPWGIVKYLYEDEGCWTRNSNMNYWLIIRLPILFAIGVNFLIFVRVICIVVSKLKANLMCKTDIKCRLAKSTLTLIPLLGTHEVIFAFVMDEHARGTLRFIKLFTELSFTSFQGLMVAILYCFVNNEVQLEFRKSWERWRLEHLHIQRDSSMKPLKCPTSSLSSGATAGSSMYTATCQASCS
#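 Inverse agonists were sought by their lowering of basal cAMP reporter luciferase output in HEK293 cells stably carrying constitutively active human GLP-1R, after 24 h compound treatment.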
# DRD3 antagonist = antagonists of human D3 dopamine receptor; AID 652054; D3R cells, DiscoveRx beta-arrestin luminescence, antagonist mode; active compounds read low; 360,000 tested, 2.5% active; P35462; max response, negative = inhibition, %; in the data active means max response below about -50%; inconclusive means no clear call, values can overlap the other calls; further: on the % scale 0 is the no-effect control and ±100 the full control effect; mostly tested at two doses, the higher about 12 µM
# Target sequence (P35462 whole entry, looked up): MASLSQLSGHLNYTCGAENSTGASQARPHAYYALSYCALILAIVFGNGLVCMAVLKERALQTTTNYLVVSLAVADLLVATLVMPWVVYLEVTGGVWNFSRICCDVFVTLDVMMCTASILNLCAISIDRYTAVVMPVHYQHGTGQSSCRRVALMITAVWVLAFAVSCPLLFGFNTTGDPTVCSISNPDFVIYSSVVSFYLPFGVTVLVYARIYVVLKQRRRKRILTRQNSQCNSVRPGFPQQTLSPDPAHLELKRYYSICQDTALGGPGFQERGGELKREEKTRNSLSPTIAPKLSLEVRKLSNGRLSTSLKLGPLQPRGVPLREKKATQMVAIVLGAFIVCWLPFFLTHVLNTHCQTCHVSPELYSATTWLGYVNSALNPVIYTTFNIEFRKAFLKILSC
#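 Cells plated overnight at 1500 cells/well, then exposed to library compounds with dopamine controls for 90 minutes at 37 degrees C. DiscoveRx reagent added for 30–60 minutes at room temperature; luminescence read, quantitative HTS format.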
# TDP-43 yeast inh = rescues yeast growth from TDP-43 toxicity; TDP-43 expressing yeast growth rescue, BacTiter-Glo, 24 h; Potency, µM (series often up to 46.1 µM), for inactives: at the highest dose growth rescue (activation), usual class: activators; 410,000 tested, 1.8% active; further: potency means the concentration at half of the fitted maximal effect; % of control where 0% means no effect; nearly all actives have a fitted effect of over 50% in size
#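 Yeast expressing TDP-43 (pregrown in raffinose, seeded at OD600=0.02 in galactose medium) exposed to compounds 24 hr at 30 deg C. Growth read by BacTiter-Glo luminescence; rescue of toxicity appears as increased signal.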
# D3 ag = agonists of human D3 dopamine receptor. D3R DiscoveRx beta-arrestin cells, luminescence, 90 min. P35462. 410,000 tested, 0.58% active. max activation, %. AID 652048; in the data active means max activation above about 30%; further: 0% is about no effect; mostly tested at two doses, the higher about 12 µM
#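 Cells at 1500/well, incubated overnight, then treated with pinned compounds (dopamine as control) for 90 min at 37 degrees C. DiscoveRx reagent added for 30 - 60 minutes at room temperature; luminescence read.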
# GLP-1R agonist = agonists of human GLP-1 receptor; Potency, µM (top dose mostly 45.6 µM), inactives show at the top dose activation, hits mostly activators; 380,000 tested, 0.007% active; P43220; HEK293 GLP-1R CRE-luciferase, luminescence, 4-6 h; cells express a hypersensitive GLP-1R form; AID 624172; further: potency means the concentration at half of the fitted maximal effect; % of control where 0% means no effect
# Numbers without * were called inactive; i = inactive; ? = inconclusive; · = no result given; [ ] = another dose, or the depositor's remark. Unless noted, the call rests on the fitted dose curve; in most records, active means well fitted curve in the direction sought with a large enough effect; inconclusive means small, poorly fitted or top-dose-only effect, or another doubt; inactive means no such curve, though single readings can be large; an effect the other way counts as inactive or inconclusive. The list is partial; the hit share may differ from the screen's.
# Start of the listing, in advance, 2 compounds:
SMILES,GLP1R cytotox,PTHR1 ag,aSyn yeast inh,KB-V1 cytotox,GLP-1R inv ag,DRD3 antagonist,TDP-43 yeast inh,D3 ag,GLP-1R agonist
COc1ccc(C(C(=O)Nc2ccc(F)cc2)N2CCN(c3ccncc3)CC2)cc1 (stereo not given),-12.0%,-35.6%[inhibitor],6.3%,-11.9%,13.2%,17.3,16.3%,0.8,·
COCCNC(=O)C(c1ccc(C)o1)N(C(=O)Cn1nnc2ccccc21)c1ccccc1 (stereo not given),-0.6%,i,2.4%,-12.2%,16.2%,3.3,9.2%,-0.6,4.3%

# This part in full (from the top)
SMILES,GLP1R cytotox,PTHR1 ag,aSyn yeast inh,KB-V1 cytotox,GLP-1R inv ag,DRD3 antagonist,TDP-43 yeast inh,D3 ag,GLP-1R agonist
COc1ccc(C(C(=O)Nc2ccc(F)cc2)N2CCN(c3ccncc3)CC2)cc1 (stereo not given),-12.0%,-35.6%[inhibitor],6.3%,-11.9%,13.2%,17.3,16.3%,0.8,·
COCCNC(=O)C(c1ccc(C)o1)N(C(=O)Cn1nnc2ccccc21)c1ccccc1 (stereo not given),-0.6%,i,2.4%,-12.2%,16.2%,3.3,9.2%,-0.6,4.3%
COc1ccccc1CCC(=O)Nc1ccc2c(c1)CN(Cc1ccc(CO)o1)CC2,7.0%,-7.6%,3.2%,?,-23.4%,-28.2,12.3%,-9.6,0.7%
Cc1cc(C)n(CC(C)(O)c2ccccc2)n1 (stereo not given),-7.3%,-12.5%,-3.5%,25.3%,11.0%,1.4,5.7%,3.4,6.3%
CNC(=O)Nc1ccccc1F,-2.2%,i,-20.3%,1.7%,0.3%,5.5,-25.0%,0.6,-4.9%
CCOC(=O)N1CCN(C(=O)c2cc(C)c3c(C)nn(-c4ccccc4)c3n2)CC1,-16.2%,-4.1%[57.5 µM],10.2%,-5.3%,5.4%,19.7,2.6%,15.5,5.7%
COc1cc(NC(=O)c2cc3nc(-c4ccccc4)cc(-c4ccccc4)n3n2)cc(OC)c1OC,2.7%,-9.5%[57.5 µM],-0.7%,-7.2%,-22.5%,46.5,-23.9%,16.5,1.1%
CCCn1nc(-c2nnc(-c3ccc(C)c(C)c3)o2)c2ccccc2c1=O,11.0%,i,23.4%,4.7%,0.0%,-6.2,-13.7%,5.8,0.0%
CCOc1ccccc1CNC(=O)c1cc2oc3ccccc3c2n1C,-0.4%,-29.0%,5.1%,?,0.0%,18.0,0.0%,4.3,20.3%
Cc1cn([C@H]2C[C@H](O)[C@@H](CCC(=O)NCCc3cnc[nH]3)O2)c(=O)[nH]c1=O,-0.6%,-3.3%,8.8%,-0.2%,3.4%,-11.4,-6.8%,-0.2,-5.1%
Fc1cc(Br)ccc1NC(=S)Nc1cccnc1,-0.1%,-1.4%,-10.2%,12.6%,14.2%,-11.1,-13.0%,2.6,-4.4%
COc1ccccc1CCNC(=O)c1cc(C2CC2)nc2c1cnn2C(C)C,0.1%,-8.0%,1.2%,-1.9%,10µM*,6.1,-6.1%,4.5,29.3%
COC(=O)C1=C(C(=O)OC)C2(OC1c1cccc(F)c1)C(=O)c1ccccc1C2=O (stereo not given),-11.0%,i,-1.2%,-5.3%,4.5%,9.5,-9.4%,-3.3,-5.6%
Cc1ccc(-n2ccc(-c3nn(-c4ccccc4)ccc3=O)n2)cc1,-13.0%,i,7.3%,-11.4%,41.3%,15.2,10.5%,3.5,-4.9%
COC(=O)Cn1c(O)c(N=NC(=O)OC)c2ccccc21,5.2%,-9.5%,5.6%,-13.0%,-18.9%,-15.7,2.8%,1.2,-5.3%
CN(C(=O)COC(=O)CNC(=O)C12CC3CC(CC(C3)C1)C2)c1ccccc1,-9.3%,i,7.1%,-4.5%,21.8%,-11.3,15.5%,-0.8,1.5%
Cc1ccc(N(CC(=O)NCc2ccco2)C(=O)CCC(=O)Nc2ccccn2)c(C)c1,4.7%,i,-0.2%,?,-11.7%,-17.6,4.2%,-5.3,6.0%
NC(=O)C1(C(=O)O)OC1(c1ccc(Cl)cc1)c1ccccc1Cl (stereo not given),4.0%,-23.2%,0.9%,-6.1%,6.3%,-0.6,-7.2%,2.0,-0.1%
COc1ccc(C2=NOC(C(=O)NCc3ccccn3)C2)cc1OC (stereo not given),-2.1%,-38.8%[inhibitor],-9.2%,0.0%,8.0%,19.1,12.0%,1.2,1.8%
COc1ccc(C2/C(=C(\O)c3ccc4c(c3)OCCO4)C(=O)C(=O)N2c2nc(C)c(C(C)=O)s2)cc1 (stereo not given),-11.2%,-16.0%,-0.7%,18.4%,25.2%,?,-12.2%,-2.0,1.1%
O=C(NCc1ccc(Cl)cc1)C(=O)NCC1CCCN1S(=O)(=O)c1cccs1 (stereo not given),-3.0%,-45.7%[inhibitor],5.2%,-24.8%,10.9%,8.4,?,7.2,9.8%
O=C(CSc1nc2ccccc2c(=O)n1-c1ccc(OC(F)F)cc1)NC1CC1,-12.7%,i,0.9%,3.7%,0.5%,21.7,24.3%,-0.5,0.0%
Cc1cc(=O)oc2cc(NC(=O)CCCC(=O)O)ccc12,11.2%,i,-2.0%,?,-12.0%,12.8,-4.9%,-4.5,-2.3%
FC(F)(F)c1cc(C(F)(F)F)c2ccc(Oc3ccccc3)nc2n1,1.9%,1.6%[57.5 µM],0.6%,0.0%,-29.5%,-3.8,6.6%,4.7,8.5%
Cc1ccc(NC(=O)c2ccco2)c(NC(=O)c2ccccc2C)c1,-7.9%,-3.7%,6.3%,-14.1%,10.7%,8.8,3.1%,6.8,1.8%

# The list goes on.
SMILES,GLP1R cytotox,PTHR1 ag,aSyn yeast inh,KB-V1 cytotox,GLP-1R inv ag,DRD3 antagonist,TDP-43 yeast inh,D3 ag,GLP-1R agonist
CCN1C(=O)[C@@H]2[C@@H](c3ccc(-c4ccc(C(C)=O)cc4)cc3)N3CCCC[C@@]3(C(=O)OC)[C@@H]2C1=O,0.3%,-4.5%,6.7%,-2.7%,2.9%,78.2,-2.5%,15.0,-0.5%
Cc1ccc(NC(=O)/C(C#N)=C/c2ccc(C)s2)c(C)c1,21.6%,i,-7.4%,13.5%,0.6%,13.4,0.8%,7.8,-6.6%
CCOC(=O)CSc1nnc(CNC(=O)c2ccc(OC)cc2)n1C1CCCCC1,1.9%,-7.9%[57.5 µM],1.7%,?,?,45.9,11.7%,0.2,0.1%
COc1ccccc1NC(=S)NCCc1ccccc1,-0.9%,-11.1%,-4.3%,-11.0%,-6.1%,-2.1,?,-0.1,7.3%
Cc1cc(NC(=O)COC(=O)c2ccc(OC(F)(F)F)cc2)no1,-14.6%,i,5.2%,-1.3%,0.9%,18.0,3.9%,1.7,-28.7%
Cc1ccc2nc(SCc3cn4cccnc4n3)[nH]c2c1,-2.3%,i,6.7%,5.5%,25.8%,15.8,17.1%,2.3,-4.0%
Cn1nc(-c2ccccc2)c(-c2ccccc2)c(C(=O)Nc2ccc(S(N)(=O)=O)cc2)c1=O,0.2%,i,·,·,?,·,7.8%,-13.8,·
CC(=O)N1CCc2c(sc3nc(SCC(C)C)n(-c4ccc(F)c(Cl)c4)c(=O)c23)C1,5.8%,-19.2%,·,0.0%,14.2%,·,14.9%,2.3,0.1%
COc1ccccc1C(=O)NNC(=O)CCC(=O)NCc1ccccc1,-3.5%,-18.8%,-3.9%,-1.5%,16.3%,0.9,2.5%,-0.2,-9.2%
C/C(=N\NC(=O)c1nnn(-c2nonc2N)c1CSc1ccccc1)c1ccc2c(c1)OCO2,0.0%,-16.2%,-12.1%,29.1%,6.1%,10.5,-11.2%,2.4,5.5%
CCOC(=O)c1cccc(NC(=O)c2ccccc2C)c1,2.8%,-7.8%,-10.5%,-24.0%,-7.4%,3.8,25.8%,1.9,0.3%
CC(NC(=O)Cn1nc(C(=O)O)c2ccccc2c1=O)C12CC3CC(CC(C3)C1)C2 (stereo not given),-3.1%,i,1.2%,13.9%,92.8%[activator],-9.0,-5.1%[9.22 µM],-2.5,21.3%
CC(=O)c1cccc(NC(=S)N2CCc3ccccc32)c1,5.5%,i,6.5%,-5.0%,?,12.0,?,4.9,-0.3%
CCCc1nc2ccccc2n1C(C(=O)NC(C)(C)C)C1CC1 (stereo not given),3.3%,-1.6%,-0.7%,-15.2%,15.4%,17.9,0.0%,4.9,·
Cc1cc(C(=O)OCC(=O)NC2CC2)ccc1[N+](=O)[O-],-10.8%,i,0.6%,3.2%,9.0%,-5.4,23.1%,2.8,1.6%
COc1ccc(C=O)cc1COc1ccc(Cl)cc1[N+](=O)[O-],-3.0%,i,7.3%,?,-9.7%,?,-5.7%,-3.1,-5.5%
CC(=O)c1c(C(C)=O)c(C)n(-c2ccc(C)c(NC(=O)c3ccccc3Cl)c2)c1C,0.6%,-30.8%[inhibitor],0.2%,3.66µM*,9.5%,1.4,0.3%,3.7,6.0%
C/C(=N\NC(=O)c1nnn(-c2nonc2N)c1CN(C)c1ccccc1)c1cccnc1,-15.8%,i,-19.8%,8.9%,?,15.2,2.8%,4.0,2.9%

# Whole records as entered above:
# Cc1ccc(NC(=O)/C(C#N)=C/c2ccc(C)s2)c(C)c1 is entered as GLP1R cytotox = 21.6%; PTHR1 ag = i; aSyn yeast inh = -7.4%; KB-V1 cytotox = 13.5%; GLP-1R inv ag = 0.6%; DRD3 antagonist = 13.4; TDP-43 yeast inh = 0.8%; D3 ag = 7.8; GLP-1R agonist = -6.6%
# CCCc1nc2ccccc2n1C(C(=O)NC(C)(C)C)C1CC1 (stereo not given) is entered as GLP1R cytotox = 3.3%; PTHR1 ag = -1.6%; aSyn yeast inh = -0.7%; KB-V1 cytotox = -15.2%; GLP-1R inv ag = 15.4%; DRD3 antagonist = 17.9; TDP-43 yeast inh = 0.0%; D3 ag = 4.9; GLP-1R agonist = ·
